Source: PubChem BioAssay
H9c2 protect = modulators protecting cardiomyocytes from myocardial damage; H9c2 cardiomyocytes, H2O2 injury protection, ATPLite, 2 h; protection from H2O2 cell death, % at 20 µM; actives 0.63% (n = 360,000);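 active = compounds giving at least 50% protection of heart cells from peroxide-induced death in the single-dose screen, raw or plate-pattern-corrected value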;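 also: 0% = DMSO wells with peroxide and 100% = DMSO wells without peroxide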
HTR2A ag = activates the mouse 5-HT2A serotonin receptor; P35363; activation, % at 7.6 µM; actives 0.66% (n = 360,000); AID 624169; CHO-K1 mHTR2A beta-arrestin complementation, luminescence; percent of 30 µM serotonin response;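 active = activation above a run cutoff, the mean activation of all tested compounds plus 3 SD, cut at about 14% in these data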;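 also: 0% = plate median of compound wells and 100% = 30 µM serotonin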
CaV13 FRET inh = Disruptors of the CACNA1D IQ motif to Ca2+-dependent inactivation inhibitor domain association, primary screening, Förster resonance energy transfer in intact living … | HEK cells, CFP/YFP FRET ICDI-IQ, plate reader, 10 min; percent FRET-ratio fall versus neutral wells | actives 0.098% (n = 340,000) | inhibition, % at 12.3 µM;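 active = mean replicate inhibition of at least 30% and at least 1% of replicates passing that level; inconclusive = only one of the two criteria is met; inactive = neither criterion is met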;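 also: 0% = median of the neutral control wells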
aDG glyco act = alpha-DG glycosylation activation | Pro5-aDG cells, alpha-DG glycosylation AlphaScreen (IIH6); 0% Pro5, 100% B10-LARGE cell signal | activation, % at 10 µM | actives 0.22% (n = 360,000);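 active = activation of at least 8% versus controls, or a plate z-score of at least 8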;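 also: Pro5 are CHO cells carrying HIG-tagged alpha-DG that lacks glycosylation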
MC4R antag cAMP = human MC4R antagonism in cAMP assay; MC4R-expressing cells, MTII-stimulated cAMP, LANCE TR-FRET; inhibition, % at 6.5 µM; AID 540295; actives 0.48% (n = 360,000);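 active = inhibition above its plate's cutoff, the mean of tested wells on that plate plus 3 SD, cut at about 29% in these data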;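 also: 0% = Melanotan II alone and 100% = Melanotan II plus saturating MCL0020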
Target sequence (P32245 whole entry, looked up): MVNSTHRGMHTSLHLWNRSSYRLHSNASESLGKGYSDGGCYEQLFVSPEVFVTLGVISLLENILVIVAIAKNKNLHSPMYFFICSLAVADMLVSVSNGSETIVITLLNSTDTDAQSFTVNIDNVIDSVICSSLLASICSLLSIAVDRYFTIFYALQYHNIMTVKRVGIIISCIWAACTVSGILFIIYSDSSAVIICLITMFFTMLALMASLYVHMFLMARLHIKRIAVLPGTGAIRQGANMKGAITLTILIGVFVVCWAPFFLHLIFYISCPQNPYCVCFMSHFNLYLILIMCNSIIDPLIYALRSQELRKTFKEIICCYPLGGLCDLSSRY
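Test system: U2OS cells stably expressing human melanocortin 4 receptor (MC4R); also added: Melanotan II challenge; compound: 6.5 µM single dose; timing: 30-min compound preincubation, 1-h Melanotan II challenge, 1-h detection, room temperature; signal: Eu-cAMP/anti-cAMP TR-FRET, emission 671 nm; repeats: one well per compound, no replicates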
Vif imaging = inhibitors of HIV Vif; AID 602346; inhibition, % at 7.49 µM; HEK293T cells, Vif self-association by quenched fluorescence, imaging, 24 h; actives 0.35% (n = 340,000); in the data active = inhibition above about 50%, passing the limit was not always enough; inconclusive = no clear call, values can overlap the other calls; inactive = below about 31%; also: some results filed as inactive read as strong as hits
ABCB6 inh MLPCN = human ABCB6 transporter inhibition; K562-ABCB6 porphyrin accumulation, flow cytometry, 1 h; stronger effect = lower value; fluorescence ratio to DMSO, % at 10 µM; actives 0.19% (n = 360,000);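 active = fluorescence ratio to DMSO below 75%, the collection mean minus 3 SD; inconclusive = too few cells collected in the well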;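 also: signal is porphyrin accumulated inside mitochondria; 100% equals median channel fluorescence of DMSO control wells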
PDI turbidity = blocks human protein disulfide isomerase activity; PDI insulin aggregation turbidity, A650, 90 min; P07237; inhibition, % at 10 µM; actives 0.052% (n = 350,000); AID 588391;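 active = mean inhibition across replicates of 30% or more, whatever share of single replicates reach that level; inconclusive = mean inhibition below 30% while every single replicate reaches 30%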;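 also: absorbance from insulin aggregation driven by PDI reduction with DTT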
Target sequence (P07237 whole entry, looked up): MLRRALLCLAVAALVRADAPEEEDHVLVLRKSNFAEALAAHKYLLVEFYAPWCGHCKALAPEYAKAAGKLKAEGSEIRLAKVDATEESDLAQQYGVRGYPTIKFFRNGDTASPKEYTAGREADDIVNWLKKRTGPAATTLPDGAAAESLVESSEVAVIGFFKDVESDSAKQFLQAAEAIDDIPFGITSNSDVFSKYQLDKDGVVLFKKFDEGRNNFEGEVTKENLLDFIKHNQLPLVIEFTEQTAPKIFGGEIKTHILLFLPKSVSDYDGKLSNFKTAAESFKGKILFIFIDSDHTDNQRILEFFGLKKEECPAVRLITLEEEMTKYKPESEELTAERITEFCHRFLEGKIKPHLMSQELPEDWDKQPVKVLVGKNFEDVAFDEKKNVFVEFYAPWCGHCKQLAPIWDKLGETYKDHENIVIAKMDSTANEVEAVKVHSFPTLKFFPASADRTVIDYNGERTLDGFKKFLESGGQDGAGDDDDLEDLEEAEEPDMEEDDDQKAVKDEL
N-glyco inh = blocks N-linked glycosylation in D54 reporter cells | reporter increase, % at 12.5 µM | actives 0.23% (n = 360,000) | D54 ERlucT glycosylation luciferase reporter, 24 h; percent of 100 nM tunicamycin response;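 active = mean luciferase reporter signal, scaled so untreated is 0 and the glycosylation-blocking control 100, at or above a set limit in every replicate; inconclusive = mean reaches the limit but not every replicate does; inactive = mean below the limit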;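 also: luciferase carries N-glycosylation sites so blocking glycosylation raises the light; 0% = median of neutral control wells and 100% = median of 100 nM tunicamycin wells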
MC4R barr agon = human MC4R agonism via beta-arrestin. P32245. actives 0.98% (n = 360,000). U2OS MC4R beta-arrestin complementation, luminescence; percent of melanotan II response, DMSO zero. AID 540308. activation, % at 8.9 µM;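 active = activation above a per-plate cutoff, the mean activation of sample wells on that plate plus 3 SD, cut at about 8% in these data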
* marks the source's active call; other numbers are inactive results; ? = inconclusive; · = not tested or not shown.

Under each structure: H9c2 protect	HTR2A ag	CaV13 FRET inh	aDG glyco act	MC4R antag cAMP	Vif imaging	ABCB6 inh MLPCN	PDI turbidity	N-glyco inh	MC4R barr agon
1	CN(C)C1=NCCN1CCC1CCCCC1
→ -2	1	-5	0.0	8	-1	95	-3	0	-0.3
2	O=C(NCc1nnnn1-c1ccc(Cl)cc1)c1ccc(Br)o1
→ -5	0	-5	0.5	10	-9	101	2	1	-1.4
3	C=CC(=O)NN(C)c1ncc(C(F)(F)F)cc1Cl
→ 7	2	-9	-0.2	1	4	89	4	15	-3.8
4	COc1ccccc1-c1cc(C(=O)NC2CCCC2)no1
→ -4	3	-7	0.0	4	11	92	4	1	0.5
5	CC(=O)c1ccc(NC(=O)C(C)OC(=O)c2ccc(Br)o2)cc1 (stereo not drawn)
→ -3	0	-3	-0.2	-5	-5	99	1	0	-0.1
6	COc1ccc(CCNC(=O)CN2C(=O)NC(C)(c3ccc([N+](=O)[O-])cc3)C2=O)cc1 (stereo not drawn)
→ 8	10	-2	-0.2	0	-5	97	1	2	-1.9
7	N#CC(c1ccc(O)cc1)N1CCCCC1 (stereo not drawn)
→ -2	6	-4	0.0	0	2	97	5	0	-2.1
8	Cc1cc(C)c2[nH]c(=O)c(CN(Cc3ccccc3)C(=S)NCCCN(C)C)cc2c1
→ -30	-5	3	8.7*	-1	12	96	10	-8	-2.9
9	CS(=O)(=O)Nc1ccc(-c2n[nH]c(=S)n2-c2ccccc2)cc1
→ -1	0	-5	-0.1	-1	-2	90	-1	1	-2.0
10	O=C1C2(c3ccccc3)CN(CCCO)CC1(c1ccccc1)CN(CCCO)C2
→ 0	-4	-9	-0.1	2	-9	96	8	1	-0.6
11	C[C@H](CO)N1C[C@H](C)[C@@H](CN(C)S(=O)(=O)c2ccc(C#N)cc2)OCc2cn(nn2)CCCC1=O
→ 3	12	-5	0.0	0	-2	99	-7	1	1.0
12	CN(CC(=O)Nc1cccc(F)c1)C(=O)CC1CCCC1
→ 0	4	-6	-0.1	4	-1	106	0	2	1.4
13	COc1ccc2nc(-c3ccc(Cl)cc3)cc(C(=O)O)c2c1
→ -3	4	-7	1.6	7	4	95	-4	0	-0.3
14	O=C(NCCN1CCOCC1)c1cccc(NS(=O)(=O)c2ccc(Br)cc2)c1
→ -1	-8	-6	0.1	-1	0	97	-3	1	-0.8
15	O=C1Nc2ccc(Br)cc2C1=C1CCCCC1
→ 18	2	-2	-0.2	9	4	95	-2	9	3.4
16	CCCn1nc(C(=O)Nc2nc(-c3ccccn3)cs2)c2ccccc2c1=O
→ 86*	23*	-4	0.1	-2	-2	96	-7	-6	-1.0
17	Cc1cc(C)n2c(NCc3ccccc3)c(CCc3ccccc3)nc2n1
→ ·	-2	-7	0.0	·	·	125	·	·	·
18	CC1CCCCC1NC(=O)C(C)N1C(=O)c2ccccc2C1=O (stereo not drawn)
→ 3	7	-5	-0.2	-1	2	99	11	2	-2.4
19	Cc1ccccc1N=C/C=C1/C=C(c2ccccc2)OC(C)(C)O1
→ 10	4	-10	0.1	-3	-5	98	2	1	1.9
20	CC(C(=O)NCCN1CCOCC1)(c1ccccc1)c1ccccc1
→ 3	4	-3	0.0	2	2	96	-10	0	0.5

Compound profiles, from the list above. Values in the order: H9c2 protect	HTR2A ag	CaV13 FRET inh	aDG glyco act	MC4R antag cAMP	Vif imaging	ABCB6 inh MLPCN	PDI turbidity	N-glyco inh	MC4R barr agon
O=C1C2(c3ccccc3)CN(CCCO)CC1(c1ccccc1)CN(CCCO)C2 is entered as 0	-4	-9	-0.1	2	-9	96	8	1	-0.6
CS(=O)(=O)Nc1ccc(-c2n[nH]c(=S)n2-c2ccccc2)cc1 is entered as -1	0	-5	-0.1	-1	-2	90	-1	1	-2.0

Following part.
Under each structure: H9c2 protect	HTR2A ag	CaV13 FRET inh	aDG glyco act	MC4R antag cAMP	Vif imaging	ABCB6 inh MLPCN	PDI turbidity	N-glyco inh	MC4R barr agon
21	COc1cccc(NC(=O)c2sc(Cl)nc2C)c1
→ 3	-1	6	0.0	9	2	96	1	3	-0.6
22	COc1ccc(OC)c(S(=O)(=O)N2CCN(C)CC2c2ccccc2)c1 (stereo not drawn)
→ 0	2	-6	-0.4	9	10	100	10	1	1.0
23	CN(C)S(=O)(=O)c1ccc(Cl)c(NC(=O)COC(=O)[C@@H]2CCCN2C(=O)c2cccs2)c1
→ 0	-2	3	-0.2	6	?	95	1	2	-2.4
24	COC(=O)C[C@@H]1C[C@H]2c3cc(N(C)C)ccc3O[C@H]2[C@H](CO)O1
→ 2	-3	·	0.1	5	1	99	-1	-1	-0.2
25	COc1ccc(/C=N/N2CCOCC2)cc1O
→ 2	2	-15	-0.1	10	-7	91	-9	1	-1.0
26	CCCCCC(=O)Nc1cccc(C2=NOC3(C2)C[C@H](C(N)=O)N(C(=O)[C@H]2CCC(=O)N2)C3)c1 (stereo partly drawn)
→ 3	-2	-6	-0.3	1	-5	93	-2	1	-0.6
27	COC(CNC(=O)c1ccc2nc(-c3cccs3)c(-c3cccs3)nc2c1)OC
→ 4	-3	-3	0.0	13	-12	97	3	-3	2.6
28	O=C(O)Cn1c2ccccc2c2ccccc21
→ 1	-2	-3	-0.1	-1	4	90	-11	2	-4.9
29	COc1ccc(Cn2c(CO)cnc2SCC(=O)Nc2cc(C)on2)cc1
→ -1	5	-2	0.3	11	4	99	-3	1	-1.7
30	Cc1cc(C)nc(NC(=O)c2c(C(=O)O)noc2C)n1
→ -5	2	-5	-0.1	8	?	101	-4	3	-2.7
31	Cc1ccc(CNC(=O)CN2C(=O)COc3ccc(S(=O)(=O)N4CCCCC4)cc32)o1
→ -3	1	-7	-0.3	0	9	105	7	0	-1.8
32	Cn1c(SCC(=O)NC2CC2)nnc1C(F)(F)F
→ 6	1	-4	0.1	8	-6	99	17	2	0.8
33	O=C(NOCc1ccccc1)c1ccc(Cl)cc1
→ -25	0	-5	-0.3	-2	8	102	1	-18	-0.1
34	N#C/C(=C\c1cccnc1)c1ccc([N+](=O)[O-])cc1
→ 0	-3	-4	0.1	-6	-4	97	0	2	-1.5
35	COc1ccc(NC(=O)CN2CCN(CC(=O)Nc3cc(OC)cc(OC)c3)CC2)cc1
→ -1	4	-1	-0.1	6	12	107	-18	3	-2.0
36	O=S(=O)(Nc1nccs1)c1ccc(NS(=O)(=O)c2cccs2)cc1
→ 5	2	-6	-0.1	11	11	100	3	6	-0.8
37	COc1ccc(S(=O)(=O)N2CCC(C(=O)Nc3cccc(Cl)c3)CC2)cc1OC
→ 10	5	-7	0.3	6	-1	102	21	-2	-1.1
38	O=C(NNC(=O)c1ccc(F)cc1F)c1ccc(-n2cnnn2)cc1
→ 1	-1	-3	-0.2	10	-2	94	0	2	0.8
39	CCOc1cc(/C=N/n2cnnc2)ccc1OC(=O)c1cccc([N+](=O)[O-])c1
→ -2	2	-6	-0.1	9	24	91	4	3	0.6
40	Cc1ccc(S(=O)(=O)n2cc(C=O)c3ccccc32)cc1
→ -23	0	-3	0.1	0	2	99	-4	-1	3.3

Shown as a hit in aDG glyco act (from the list above):
| nr | structure | HTR2A ag | CaV13 FRET inh | aDG glyco act | MC4R antag cAMP | Vif imaging | ABCB6 inh MLPCN | PDI turbidity | N-glyco inh | MC4R barr agon |
| --- | --- | --- | --- | --- | --- | --- | --- | --- | --- | --- |
| 8 | Cc1cc(C)c2[nH]c(=O)c(CN(Cc3ccccc3)C(=S)NCCCN(C)C)cc2c1 | -5 | 3 | 8.7* | -1 | 12 | 96 | 10 | -8 | -2.9 |

(list continues)
Under each structure: H9c2 protect	HTR2A ag	CaV13 FRET inh	aDG glyco act	MC4R antag cAMP	Vif imaging	ABCB6 inh MLPCN	PDI turbidity	N-glyco inh	MC4R barr agon
41	COc1cccc(SCc2noc(C(=O)NCCC(C)C)c2C(=O)NCCC(C)C)c1
→ 1	-2	-7	0.1	10	5	89	3	-3	-0.3
42	Cc1c(NS(=O)(=O)c2cc(C(=O)O)ccc2Cl)c(=O)n(-c2ccccc2)n1C
→ 10	8	-4	-0.1	14	0	98	-6	1	0.8
43	COc1ccc(Cl)cc1NC(=S)NC(=O)c1ccc2c(c1)OCO2
→ -4	6	-10	0.4	-2	38	97	0	2	1.6
44	CNC(=O)CSc1nnc(-c2cnccn2)n1C
→ 6	-3	-9	0.2	15	-6	101	2	2	-3.5
45	COc1ccc(NC(=O)C(c2ccccc2)c2ccccc2)cn1
→ -2	-2	-18	0.3	17	-4	472	-3	-3	-0.3
46	O=C(COC(=O)c1ccc([N+](=O)[O-])o1)Nc1ccc(F)cc1
→ 36	1	-5	0.2	-5	-2	96	4	1	-1.7
47	CCOC(=O)CNC(=O)Cc1ccc(Cl)cc1
→ 3	4	-16	0.1	2	-1	98	1	1	-2.8
48	Cc1ccc(/C=C/C(=O)OCC(=O)NC(C)c2ccccc2)o1 (stereo not drawn)
→ 3	-3	-6	-0.2	-5	16	90	-12	-1	0.0
49	COc1ccc(S(=O)(=O)NCc2cccnc2)cc1NC(=O)c1ccc(C)cc1
→ 2	-7	-2	0.1	1	-16	91	2	4	-4.9
50	Cc1cc(Nc2cccc(Cl)c2)nc(N2CCOCC2)n1
→ -2	0	-4	-0.1	8	-3	95	6	-2	-1.3
51	CCc1cccc(Nc2cnn(C34C[C@@H]5C[C@@H](CC(CC(=O)O)(C5)C3)C4)c(=O)c2Cl)c1
→ 0	0	-5	0.5	0	-3	101	14	4	2.8
52	CC(C)(C)NC(=O)Cc1ccc(S(=O)(=O)N2CCCC2)s1
→ 8	2	·	-0.2	-2	2	106	-10	-1	2.8

3 of the entries above in order of the MC4R barr agon value, descending.
No. | Compound | HTR2A ag | CaV13 FRET inh | aDG glyco act | MC4R antag cAMP | Vif imaging | ABCB6 inh MLPCN | PDI turbidity | N-glyco inh | MC4R barr agon
52 | CC(C)(C)NC(=O)Cc1ccc(S(=O)(=O)N2CCCC2)s1 | 2 | · | -0.2 | -2 | 2 | 106 | -10 | -1 | 2.8
50 | Cc1cc(Nc2cccc(Cl)c2)nc(N2CCOCC2)n1 | 0 | -4 | -0.1 | 8 | -3 | 95 | 6 | -2 | -1.3
44 | CNC(=O)CSc1nnc(-c2cnccn2)n1C | -3 | -9 | 0.2 | 15 | -6 | 101 | 2 | 2 | -3.5
